# Menin MLL FP TR: qHTS Assay for Inhibitors Targeting the Menin-MLL Interaction in MLL Related Leukemias: Competition With Texas Red Labeled MLL-derived Mutant Peptide | O00255 | Menin + Texas Red MLL mutant peptide, fluorescence polarization | AID 1768, 2009 | Potency, µM (titrated, usually from 61.6 µM), for inactives: top-dose FP activity change, negative = inhibition, hits mostly inhibitors | 270,000 compounds, 0.23% hits; active = well fitted inhibition curve with a large enough effect in the polarisation, with a control signal flat, not every such curve was filed as active; inconclusive = small, poorly fitted or top-dose-only effect, or effect the other way, or a change in a side signal; inactive = no such curve, though single readings can be large or run the other way; the % refers to the polarisation; also: potency is read from the fitted curve at half-maximal effect; % of control where 0% means no effect; many of its hits are not listed in these tables
# ASM inhibitor: Inhibitors of Secretory Acid Sphingomyelinase (S-ASM): qHTS | 340,000 compounds, 0.006% hits | AID 504937, 2011 | placental ASM, HMU-PC fluorogenic substrate, 60 min | Sphingomyelin phosphodiesterase (Homo sapiens), P17405 | Potency, µM (top dose mostly 57.5 µM), for inactives: top-dose activity change, negative = inhibition, most hits filed as inhibitors; also: potency is read from the fitted curve at half-maximal effect
#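 Steps: dispense placental human ASM, pin compound, wait 10 min at room temperature, add HMU-PC0 substrate at 9 uM final, incubate 60 min at 37 °C, add stop solution raising pH to 10, read fluorescence.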
# Chronic BCR inh: qHTS Assay to Find Inhibitors of Chronic Active B-Cell Receptor Signaling; Potency, µM (highest dose often 46.1 µM), inactives show at the highest dose ratio change, negative = lower green/red ratio, usual class: inhibitors; AID 493014, 2011; 340,000 compounds, 0.05% hits; ABC-DLBCL IkBa-CBG/CBR reporter, luminescence ratio, 4 h; active = well fitted inhibition curve with a large enough effect in the signal ratio, with a control signal flat, not every such curve was filed as active; inconclusive = small, poorly fitted or top-dose-only effect, or effect the other way, or a change in a side signal; the % refers to the signal ratio;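 also: potency is read from the fitted curve at half-maximal effect; plate controls were basal doxycycline-induced cells for no effect and cells given 10 µM MG132 for full effect; MG132 reads +100%, hits lower the ratio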
#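 Concentration-response series (up to 46 uM) were applied to TMD8 dual-reporter cells for 4 h at 37C with doxycycline. Green/red ratio, after filter-overlap correction, defined %Activity; red signal alone was normalised to basal cells and zero luminescence.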
# Coupling enz: qHTS Assay for Inhibitors of Fructose-1,6-bisphosphate Aldolase from Giardia Lamblia: Coupling assay counterscreen | coupling enzyme system counterscreen, AmpLite Red fluorescence | activity change, negative = inhibition, % at 58.2 µM, hits read low | 290,000 compounds, 0.67% hits | AID 2472, 2010; in the data active = activity change below about -30%; also: % is scaled to controls: 0 for no effect and ±100 for the full control effect
#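 Counterscreen lacking aldolase: glyceraldehyde-3-phosphate coupling-enzyme reagent preincubated 10 min at RT with compound (at 57.5 uM final), then substrate/coupling system with AmpLite Red added; fluorescence read at 525/598 nm after 20 min RT.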
# Tb PFK inh: qHTS Assay to Find Inhibitors of T. brucei phosphofructokinase; Potency, µM (doses to about 57.5 µM), for inactives: at the top dose activity, negative = inhibition, hits mostly inhibitors; ATP-dependent 6-phosphofructokinase (Trypanosoma brucei brucei), O15648; T. brucei PFK, ADP-Glo luminescence; 330,000 compounds, 0.17% hits; AID 485367, 2010;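 also: potency is read from the fitted curve at half-maximal effect; 0% = uninhibited 1x PFK enzyme wells and -100% = no-enzyme wells; nearly all actives have a fitted effect of over 60% in size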
#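 1.25 nM PFK with 0.5 mM F6P and 0.1 mM ATP in 0.1 M TEA pH 8.0, 5 mM MgCl2, incubated 45 min at room temperature; ADP measured by ADP-Glo luminescence; compounds titrated up to 57 uM.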
# B2AR arrestin: qHTS assay of beta-arrestin-biased ligands of beta2-adrenergic receptor; Beta-2 adrenergic receptor (Homo sapiens), P07550; beta-arrestin recruitment to beta2AR, cell-based reporter; Potency, µM (titrated, usually from 46.1 µM), without a hit: at the highest dose activation, hits mostly activators; AID 492947, 2010; 330,000 compounds, 0.02% hits;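 also: potency is read from the fitted curve at half-maximal effect; 0% = DMSO controls and full agonism = EC100 isoproterenol or metaproterenol; nearly all actives have a fitted effect of over 65% in size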
# Target sequence (P07550 whole entry, looked up): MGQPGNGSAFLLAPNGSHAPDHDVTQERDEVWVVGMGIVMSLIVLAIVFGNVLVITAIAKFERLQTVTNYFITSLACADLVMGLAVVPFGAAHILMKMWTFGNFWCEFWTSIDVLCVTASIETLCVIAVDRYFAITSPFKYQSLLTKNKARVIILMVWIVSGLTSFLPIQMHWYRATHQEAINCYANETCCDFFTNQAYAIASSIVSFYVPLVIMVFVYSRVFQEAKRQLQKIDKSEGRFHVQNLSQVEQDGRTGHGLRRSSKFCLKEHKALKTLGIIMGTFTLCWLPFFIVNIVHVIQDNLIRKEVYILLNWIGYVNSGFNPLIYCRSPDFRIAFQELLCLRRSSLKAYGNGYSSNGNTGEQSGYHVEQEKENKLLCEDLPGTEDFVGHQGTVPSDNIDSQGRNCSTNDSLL
# PKM2 act: qHTS Assay for Activators of Human Muscle isoform 2 Pyruvate Kinase | AID 1631, 2009 | 260,000 compounds, 0.34% hits | Potency, µM (titrated, usually from 57.5 µM), inactives show at the top dose activation, usual class: activators | purified PKM2, Kinase-Glo ATP luminescence, activation; response scale: 0% is enzyme alone, no compound; also: potency is read from the fitted curve at half-maximal effect; % is scaled to controls: 0 for no effect and ±100 for the full control effect; nearly all actives have a fitted effect of over 55% in size
#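 Purified hPK-M2 (>95%) run at intermediate activity with 0.1 mM ADP and 0.5 mM PEP in 50 mM imidazole pH 7.2, KCl, MgCl2; 1 h room temperature. ATP formed read by Kinase-Glo luminescence; normalized to uninhibited and no-enzyme controls.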
# Integrin act MD: qHTS for Activators of Integrin-Mediated Alleviation for Muscular Dystrophy; alpha7betagal myoblasts, beta-gal FDG fluorescence, 48 h; 350,000 compounds, 0.064% hits; Potency, µM (titrated, usually from 38.3 µM), inactives show at the highest dose activation, most hits filed as activators; AID 624291, 2012;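 also: potency is read from the fitted curve at half-maximal effect; 100% = response of the positive control SU9516; nearly all actives have a fitted effect of over 60% in size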
#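 alpha7betagal+/- myoblasts (passage 13, 250/well) treated 48 h at 37C with compounds at 1:260 dilution of DMSO stock. Lysed, then beta-galactosidase activity read as FDG fluorescence (ex 480/em 540) after 30 min, with pre-read for autofluorescence.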
# Giardia kill: Small Molecules that selectively kill Giardia lamblia: qHTS; activity change, % at 7.66 µM, hits read low; 340,000 compounds, 0.15% hits; AID 540267, 2011; Giardia lamblia trophozoite viability; in the data active = activity change below about -80%; inconclusive = between about -30% and that limit;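 also: parasites exposed to compound for two days anaerobically before the ATP read; % is scaled to controls: 0 for no effect and ±100 for the full control effect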
#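 Viability, read as ATP luminescence: trophozoites at 100 cells/well, compound added, 48 hrs anaerobic at 37 deg C, then 15-30 min room-temperature development before reading.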
# GALK inhibitor: qHTS Assay for Inhibitors of Human Galactokinase (GALK). Potency, µM (series often up to 57.5 µM), for the others: at the top dose activity change, negative = inhibition, actives largely listed as inhibitors. P51570. 270,000 compounds, 0.007% hits. Purified GALK, Kinase-Glo residual ATP luminescence. AID 1868, 2009; also: potency is read from the fitted curve at half-maximal effect; % is scaled to controls: 0 for no effect and ±100 for the full control effect
#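 The enzyme phosphorylates galactose (100 uM) using ATP (35 uM); inhibition is detected as higher residual ATP, quantified by bioluminescence after 1 h reaction at room temperature, pH 8.0.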
# TSG101-PTAP inh: qHTS Assay for Iinhibitors of HIV-1 Budding by Blocking the Interaction of PTAP/TSG101; Tumor susceptibility gene 101 protein (Homo sapiens), Q99816; Fluorescence polarization, FITC-PTAP peptide / Tsg101 binding; Potency, µM (top dose mostly 115 µM), for inactives: at the highest dose activity change, negative = inhibition, most hits filed as inhibitors; 340,000 tested, under 10 active; active = well fitted inhibition curve with a large enough effect in the main read-out, with a control signal flat, not every such curve was filed as active; inconclusive = small, poorly fitted or top-dose-only effect, or effect the other way, or a change in a side signal; inactive = no such curve, though single readings can be large or run the other way; also: potency is read from the fitted curve at half-maximal effect; % of control where 0% means no effect
# Target sequence (Q99816 whole entry, looked up): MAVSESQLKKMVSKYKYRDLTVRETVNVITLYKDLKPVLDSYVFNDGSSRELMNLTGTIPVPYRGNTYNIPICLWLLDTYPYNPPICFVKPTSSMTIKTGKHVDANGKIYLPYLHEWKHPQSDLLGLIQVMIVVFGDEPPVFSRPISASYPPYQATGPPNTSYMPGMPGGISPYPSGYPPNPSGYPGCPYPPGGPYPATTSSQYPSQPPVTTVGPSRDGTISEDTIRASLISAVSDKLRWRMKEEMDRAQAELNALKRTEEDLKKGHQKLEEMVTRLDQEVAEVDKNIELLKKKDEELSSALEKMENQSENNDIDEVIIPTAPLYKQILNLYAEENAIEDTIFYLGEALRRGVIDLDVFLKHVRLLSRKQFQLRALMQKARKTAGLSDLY
#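 Fluorescence polarization binding of Tsg101 binding domain (10 uM final) to FITC-labeled PTAP peptide (50 nM final) in HEPES pH 7.5 buffer with NaCl, Tween 20, EDTA, TCEP. Compounds added before peptide; binding 20 min at RT.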
# An asterisk follows results filed as active; u = inconclusive; x = no result given; [ ] = another dose, or the depositor's remark. Unless noted, calls follow the shape of the dose curve; as a rule, active = well fitted curve in the direction sought with a large enough effect; inconclusive = small, poorly fitted or top-dose-only effect, or another doubt; inactive = no such curve, though single readings can be large; an effect the other way counts as inactive or inconclusive.
entry	structure	Menin MLL FP TR	ASM inhibitor	Chronic BCR inh	Coupling enz	Tb PFK inh	B2AR arrestin	PKM2 act	Integrin act MD	Giardia kill	GALK inhibitor	TSG101-PTAP inh
1	Cc1ccc(C(=O)COC(=O)CNS(=O)(=O)c2ccccc2)cc1[N+](=O)[O-]	5%	2%	20%	-2	-3%	1.5%	-14%	14%	-9	-2%	-2%
2	COc1ccc(S(=O)(=O)NCCSCc2ccccc2C)cc1Br	-4%	-13%	-3%	3	3%	-0.1%	4%	11%	-4	3%	-4%
3	CN(CC(=O)Nc1ccccc1Cl)C(=O)COC(=O)/C=C/c1cccc(C(F)(F)F)c1	x	-7%	0%	x	-5%	0.5%	x	-33%	24	x	2%
4	CCCC(=O)Nc1cccc(Oc2ccc3c(c2)C(=O)NC3=O)c1	10%	-3%	u	0	-5%	-0.4%	3%	-25%	15	1%	-2%
5	Cc1ccc(CN2CCN(Cc3ccccc3)C(CCO)C2)s1 (centres undefined)	-9%	0%	u	4	0%	-0.9%	2%	17%	1	4%	0%
6	CCc1nn(CC(=O)N2CCC(C(N)=O)CC2)c(=O)c2cc3occc3n12	x	-2%	u	x	21%	0.4%	x	-8%	-28	-7%	9%
7	CSCC[C@H](NC(=O)c1cccc(S(=O)(=O)N2CCCCCC2)c1)c1nc2ccccc2[nH]1	x	-1%	-1%	x	-2%	-0.2%	x	-29%	-5	x	-4%
8	CCN(CC)CCn1c(=N)n(CC(O)COc2ccccc2)c2ccccc21 (centres undefined)	x	0%	-13%	6	-8%	-0.5%	-15%	-74%[inhibitor]	2	2%	0%
9	O=C(O)CCN1C(=O)c2ccc(NC(=O)Cc3ccc(Cl)cc3)cc2C1=O	15%	20%	0%	8	19µM*	-0.5%	1%	15%	5	2%	-3%
10	CCOC(=O)CNC(=O)C1Cc2ccccc2CN1S(=O)(=O)c1cccs1 (centres undefined)	0%	7%	u	0	-4%	0.1%	-5%	15%	-10	-1%	0%
11	COc1ccccc1NC(=O)Cc1nnc(SCC(=O)NC2CCCCC2C)n1C (centres undefined)	2%	1%	1%	1	0%	0.3%	x	-2%	17	-1%	-2%
12	CC(CN(C)Cc1nc(Cc2cccc(C(F)(F)F)c2)no1)CN1CCCC1 (centres undefined)	-14%	-1%	16%	-3	7%	0.2%	1%	u	19	1%	0%
13	Cc1cc(C)n(CC(=O)NCc2ccccc2)c(=O)c1C#N	1%	-2%	1%	0	2%	-1.1%	-5%	u	-12	-2%	-8%
14	CCN1CCc2c(sc(NC(=O)C3CCCCC3)c2C(=O)OC)C1	-25%	-4%	0%	4	-2%	0.9%	-1%	-21%	-16	x	-1%
15	Cc1ccccc1OCC(=O)N/N=C/c1ccco1	2%	3%	-15%	6	0%	0.0%	-9%	13%	2	1%	-2%
16	CC1CN(c2ccccc2)CCN1Cc1nc(Cc2ccccc2)no1 (centres undefined)	-3%	-1%	-1%	-1	-1%	-0.5%	7%	-17%	-2	-2%	0%
17	Cc1csc2nc(CNS(=O)(=O)c3ccc4c(c3)CCCC4)cn12	-17%	-1%	-3%	3	-2%	0.1%	2%	4%	-2	4%	1%
18	Cc1ccc(C)n1-c1ncn[nH]1	-18%	2%	0%	-10	5%	-0.1%	-2%	7%	-4	-4%	-3%
19	CC(C)C(=O)Nc1ccc(NC(=O)CCc2ccccc2)cn1	0%	-1%	12%	4	-3%	-0.2%	-4%	-4%	9	10%	-2%
20	O=C1NCCCN1Cc1ccc(Cl)cc1	11%	1%	1%	-4	1%	0.2%	x	-4%	-18	1%	-1%
21	CC1CC(C)CN(CCCNC(=O)CCNC(=O)Cn2cnc3ccccc3c2=O)C1 (centres undefined)	24%	1%	u	1	-5%	-0.2%	-1%	0%	-8	10%	-1%
22	CCn1c(N2CCN(S(=O)(=O)c3ccc(OC)cc3)CC2)nc2ccccc21	-16%	0%	-3%	0	-6%	-0.3%	27%	-4%	6	0%	-8%
23	COc1ccccc1CC(=O)Nc1cccc(C)n1	1%	-3%	29%	1	-7%	-0.6%	5%	7%	-7	1%	-5%
24	CCCCOc1ccc(S(N)(=O)=O)cc1	12%	6%	9%	5	0%	0.2%	-1%	16%	30	0%	-8%
25	CCOC(=O)c1cc(-c2csc(COc3ccccc3Cl)n2)on1	x	-4%	7%	0	4%	-0.4%	1%	-17%	5	-1%	0%
26	CCN(CC)S(=O)(=O)c1ccc(C(=O)Nc2ccc3c(c2)OCCO3)cc1	6%	-2%	u	-5	-6%	0.0%	12%	-14%[7.66 µM]	6	5%	0%
27	Cc1ccccc1C(=O)Nc1ccc2c(c1)OCCO2	11%	4%	u	-2	-10%	-0.1%	3%	u	u	6%	-4%
28	Cn1c(CCNC(=O)c2ccccc2F)nnc1SCc1nc2ccccc2c(=O)[nH]1	-8%	3%	1%	2	-4%	-0.1%	0%	3%	1	0%	-5%
29	CCCCn1nnc(NC(=O)Cc2ccc(Cl)cc2)n1	0%	-3%	u	3	-24%	0.4%	-18%	13%	-7	-2%	4%
30	COc1ccc2cc(CN(C(=O)Nc3ccccc3OC)C3CCCC3)c(=O)[nH]c2c1	1%	-16%	u	-7	-1%	-0.2%	9%	8%	13	9%	-4%
31	Cc1ccc(C2/C(=C(/O)c3cnn(-c4ccccc4)c3C)C(=O)C(=O)N2CCCN2CCOCC2)o1 (centres undefined)	x	x	u	-5	1%	1.0%	7%	x	x	0%	x
32	Cc1ccc(C(=O)NCCC(=O)Nc2ccccc2C)cc1	2%	7%	-10%	1	0%	-0.2%	-1%	-24%	-5	5%	0%
33	NS(=O)(=O)c1ccc(NC(=S)N2CCN(S(=O)(=O)c3ccc(F)cc3)CC2)cc1	6%	x	-1%	0	-3%	-2.8%	-7%	x	x	1%	x
34	CC(C)NC(=O)COC(=O)/C=C/c1ccc(F)cc1	0%	-2%	-5%	0	-2%	-1.0%	4%	1%	-9	-1%	0%
35	Cc1ccc([N+](=O)[O-])cc1/C=N/Nc1nnnn1-c1ccccc1	-1%	-2%	-4%	2	1%	-0.1%	9%	9%	8	-1%	-7%
36	Cc1cc(C)n(C2CC(=O)N(c3ccc(C)c(Cl)c3)C2=O)n1 (centres undefined)	x	0%	1%	-3	0%	0.2%	-18%	0%	-15	6%	0%
37	CC(=O)Nc1nc(N2C(=O)c3ccccc3C2=O)n(-c2ccccc2)n1	-1%	-2%	5%	-5	8%	-0.2%	-14%	20%	-5	-2%	-7%

# Structures above marked active in Tb PFK inh.
nr | canonical_smiles | Menin MLL FP TR | ASM inhibitor | Tb PFK inh | B2AR arrestin | Integrin act MD | GALK inhibitor | TSG101-PTAP inh
9 | O=C(O)CCN1C(=O)c2ccc(NC(=O)Cc3ccc(Cl)cc3)cc2C1=O | 15% | 20% | 19µM* | -0.5% | 15% | 2% | -3%

# Entries of single compounds from above. Order of values: Menin MLL FP TR	ASM inhibitor	Chronic BCR inh	Coupling enz	Tb PFK inh	B2AR arrestin	PKM2 act	Integrin act MD	Giardia kill	GALK inhibitor	TSG101-PTAP inh
# Profile of Cc1cc(C)n(C2CC(=O)N(c3ccc(C)c(Cl)c3)C2=O)n1 (centres undefined) = x	0%	1%	-3	0%	0.2%	-18%	0%	-15	6%	0%
# Profile of CC(C)NC(=O)COC(=O)/C=C/c1ccc(F)cc1 = 0%	-2%	-5%	0	-2%	-1.0%	4%	1%	-9	-1%	0%

# Bioassay records deposited in PubChem BioAssay by National Center for Advancing Translational Sciences (NCATS).

# This is a subset; rates above refer to the full screens.
